# Source: PubChem
# TDP43 rescue – inhibitors of TDP-43 toxicity in yeast. AID 652104. 1.8% of 410,000 active. Potency, µM (doses to about 46.1 µM), for inactives: at the top dose growth rescue (activation), most hits filed as activators. TDP-43 expressing yeast growth rescue, BacTiter-Glo, 24 h; also: potency is read from the fitted curve at half-maximal effect; % of control where 0% means no effect; nearly all actives have a fitted effect of over 50% in size
#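 Yeast cells expressing TDP-43 under galactose induction are exposed to compounds for 24 hr at 30 deg C. BacTiter-Glo luminescence measures growth, so protective compounds score as activators.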
# GLP-1R inv ag – GLP-1 receptor (human) inverse agonism; Potency, µM (highest dose often 38.3 µM), for the others: at the top dose activity change, negative = inhibition, usual class: inhibitors; P43220; 1.6% of 410,000 active; HEK293 GLP-1R CRE-luciferase, luminescence, 24 h; GLP-1R form is constitutively active; also: potency is read from the fitted curve at half-maximal effect; % is scaled to controls: 0 for no effect and ±100 for the full control effect; nearly all actives have a fitted effect of over 55% in size
#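 Stable HEK293 clone (constitutively active GLP-1R + cAMP-response luciferase); 200 cells/uL plated, 12 h pre-culture, compound 24 hr, 37 deg C/5% CO2; detection reagent 12 min RT; luminescence.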
# HEK293 tox – cytotoxicity in counter-screen for GLP-1R inverse agonists; HEK293 cAMP-luciferase reporter cells, luminescence, 24 h; Potency, µM (series often up to 38.3 µM), without a hit: at the top dose activity change, negative = inhibition, hits mostly inhibitors; 0.13% of 410,000 active; AID 624418;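 also: loss of luciferase light is scored as toxicity; potency is read from the fitted curve at half-maximal effect; % is scaled to controls: 0 for no effect and ±100 for the full control effect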
#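 Luminescence readout: signal drop marks cytotoxicity. Plated cells grew 12 h at 37 °C, 5% CO2, received 23 nL compound for 24 h, then got luciferase reagent, read after 12 min at RT.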
# KB-V1 MDR tox – KB-V1 MDR subline cytotoxicity; KB-V1 MDR cells viability, CellTiter-Glo, 72 h; Potency, µM (titrated, usually from 46.1 µM), for inactives: at the highest dose activity change, negative = cytotoxicity, usual class: cytotoxic; 3.4% of 400,000 active; AID 1347076; also: potency is read from the fitted curve at half-maximal effect; % is scaled to controls: 0 for no effect and ±100 for the full control effect; nearly all actives have a fitted effect of over 60% in size
#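 In this primary screen, KB-V1 cells overexpressing P-gp are incubated with library compounds (lowest to highest concentration) for 72 h at 37 degrees C before a luminescent ATP viability read.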
# PTHR1 agonist – activates the human parathyroid hormone receptor PTHR1; Q03431; HEK293 GP2 PTHR1 cells, GloSensor cAMP luminescence, 1 h; Potency, µM (series often up to 115 µM), for inactives: top-dose activation, usual class: activators; 0.075% of 410,000 active; AID 743266; also: potency is read from the fitted curve at half-maximal effect; nearly all actives have a fitted effect of over 55% in size; some results filed as inactive show a strong effect at the top dose; inactives centre near -15; many of its hits are not listed in these tables
# Target sequence (Q03431 whole entry, looked up): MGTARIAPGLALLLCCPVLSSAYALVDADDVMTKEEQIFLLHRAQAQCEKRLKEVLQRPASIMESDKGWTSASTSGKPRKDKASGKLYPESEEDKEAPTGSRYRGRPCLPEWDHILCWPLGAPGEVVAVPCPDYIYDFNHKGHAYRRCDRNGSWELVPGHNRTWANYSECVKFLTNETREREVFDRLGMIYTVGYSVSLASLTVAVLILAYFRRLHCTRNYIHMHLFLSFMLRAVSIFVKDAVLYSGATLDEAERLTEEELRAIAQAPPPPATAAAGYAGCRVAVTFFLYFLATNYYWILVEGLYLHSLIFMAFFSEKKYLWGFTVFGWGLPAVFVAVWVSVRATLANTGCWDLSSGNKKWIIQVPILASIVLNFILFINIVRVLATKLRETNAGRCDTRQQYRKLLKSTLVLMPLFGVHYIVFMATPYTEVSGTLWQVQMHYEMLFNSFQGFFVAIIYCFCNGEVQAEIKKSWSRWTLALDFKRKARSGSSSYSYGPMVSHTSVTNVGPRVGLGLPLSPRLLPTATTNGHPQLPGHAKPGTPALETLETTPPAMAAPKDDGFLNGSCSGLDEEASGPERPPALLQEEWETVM
#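 HEK-293-derived GP2 cells expressing PTHR1 and a GloSensor cAMP reporter, 3,000/well, plated overnight, given luciferin plus IBMX (each 0.5 mM as added) for 1 h at 37 °C, then compound for 1 h at 37 °C. Luminescence was read after 15 min at room temperature.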
# aSyn yeast inh – alpha-synuclein toxicity inhibition in yeast; Yeast expressing alpha-synuclein, growth rescue, BacTiter-Glo, 24 h; Potency, µM (top dose mostly 46.1 µM), for inactives: at the highest dose growth rescue (activation), most hits filed as activators; 0.14% of 370,000 active; AID 652106; also: potency is read from the fitted curve at half-maximal effect; % of control where 0% means no effect; nearly all actives have a fitted effect of over 65% in size
#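 Readout is rescue of growth in alpha-synuclein-expressing yeast, so inhibitors of toxicity appear as activators. Growth after 24 hr at 30 deg C in galactose medium is quantified by luminescence.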
# DRD3 antagonist – D3 dopamine receptor (human) antagonism; P35462; D3R cells, DiscoveRx beta-arrestin luminescence, antagonist mode; hits give low values; max response, negative = inhibition, %; 2.5% of 360,000 active; AID 652054; in the data active = max response below about -50%; inconclusive = no clear call, values can overlap the other calls; also: % is scaled to controls: 0 for no effect and ±100 for the full control effect; mostly tested at two doses, the higher about 12 µM
# Target sequence (P35462 whole entry, looked up): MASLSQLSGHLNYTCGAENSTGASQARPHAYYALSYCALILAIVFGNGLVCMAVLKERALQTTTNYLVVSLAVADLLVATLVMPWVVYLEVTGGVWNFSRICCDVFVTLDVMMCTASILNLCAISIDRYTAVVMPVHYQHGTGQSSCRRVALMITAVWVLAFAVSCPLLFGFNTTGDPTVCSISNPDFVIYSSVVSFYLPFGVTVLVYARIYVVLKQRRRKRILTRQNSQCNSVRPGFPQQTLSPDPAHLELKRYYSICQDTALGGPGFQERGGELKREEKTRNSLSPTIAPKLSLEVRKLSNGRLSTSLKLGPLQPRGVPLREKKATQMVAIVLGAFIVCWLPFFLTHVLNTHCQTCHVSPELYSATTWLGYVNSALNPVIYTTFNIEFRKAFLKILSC
#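 Cells plated overnight at 1500 cells/well, then exposed to library compounds with dopamine controls for 90 minutes at 37 degrees C. DiscoveRx reagent added for 30–60 minutes at room temperature; luminescence read, quantitative HTS format.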
# D3 ag – D3 dopamine receptor (human) agonism | D3R DiscoveRx beta-arrestin cells, luminescence, 90 min | max activation, % | 0.58% of 410,000 active | AID 652048; in the data active = max activation above about 30%; also: 0% is about no effect; mostly tested at two doses, the higher about 12 µM
#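 Agonist mode: compounds and dopamine controls were applied to plated cells for 90 min at 37 degrees C after an overnight attachment at 1500 cells/well. Luminescent read-out followed 30 - 60 minutes at room temperature with DiscoveRx detection reagent.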
# GLP1R ag – GLP-1 receptor (human) agonism | HEK293 GLP-1R CRE-luciferase, luminescence, 4-6 h; cells express a hypersensitive GLP-1R form | 0.007% of 380,000 active | P43220 | AID 624172 | Potency, µM (top dose mostly 45.6 µM), for inactives: top-dose activation, most hits filed as activators; also: potency is read from the fitted curve at half-maximal effect; % of control where 0% means no effect
# * = called active by the depositor; i = inactive; ? = inconclusive; . = not tested or not shown; & = joins results of further samples; [ ] = remark or other dose. Unless noted, calls follow the shape of the dose curve; as a rule, active = well fitted curve in the direction sought with a large enough effect; inconclusive = small, poorly fitted or top-dose-only effect, or another doubt; inactive = no such curve, though single readings can be large; an effect the other way counts as inactive or inconclusive. A portion of the library, so the mix of outcomes need not match the whole.
# Start of the data: the first six compounds, to show the layout:
SMILES,TDP43 rescue,GLP-1R inv ag,HEK293 tox,KB-V1 MDR tox,PTHR1 agonist,aSyn yeast inh,DRD3 antagonist,D3 ag,GLP1R ag
CCOC(=O)C(Cc1ccccc1)(NC(C)=O)C(=O)OCC,-10%,0%,3%,-12%,i,1%,14,-4,-6%
COc1ccc(NC(=O)c2cccc3ccccc23)cc1,-16%,?,-23%,?,-39%[inhibitor],-6%,-25,-13,8%
NC(=O)c1ccc(NC(=O)CN2CCOCC2)cc1,-3%,16%,5%,2%,i,0%,3,-1,-6%
COC(=O)Cc1c(C)c2ccc(O)c(CN3CCCC(C)C3)c2oc1=O (stereo not drawn),8%,0%,364%[activator],-2%,i,-8%,-54*,-8,-2%
CC(Oc1ccccc1)c1ccnc(N)n1 (stereo not drawn),7%[9.22 µM],0%[7.66 µM],14%[7.66 µM],?,i,0%,1,-1,7%
Cn1c(=O)[nH]c(=O)c2c1nc(SCC(=O)O)n2CCc1ccccc1,-3%,31%[activator],-1%,23%,-21%[57.5 µM],3%,35,2,-8%

# All compounds of this part (from the top)
SMILES,TDP43 rescue,GLP-1R inv ag,HEK293 tox,KB-V1 MDR tox,PTHR1 agonist,aSyn yeast inh,DRD3 antagonist,D3 ag,GLP1R ag
CCOC(=O)C(Cc1ccccc1)(NC(C)=O)C(=O)OCC,-10%,0%,3%,-12%,i,1%,14,-4,-6%
COc1ccc(NC(=O)c2cccc3ccccc23)cc1,-16%,?,-23%,?,-39%[inhibitor],-6%,-25,-13,8%
NC(=O)c1ccc(NC(=O)CN2CCOCC2)cc1,-3%,16%,5%,2%,i,0%,3,-1,-6%
COC(=O)Cc1c(C)c2ccc(O)c(CN3CCCC(C)C3)c2oc1=O (stereo not drawn),8%,0%,364%[activator],-2%,i,-8%,-54*,-8,-2%
CC(Oc1ccccc1)c1ccnc(N)n1 (stereo not drawn),7%[9.22 µM],0%[7.66 µM],14%[7.66 µM],?,i,0%,1,-1,7%
Cn1c(=O)[nH]c(=O)c2c1nc(SCC(=O)O)n2CCc1ccccc1,-3%,31%[activator],-1%,23%,-21%[57.5 µM],3%,35,2,-8%
CCOC(=O)N1CCN(C(=O)C[C@@H]2C[C@@]3(C(=O)OCC)CCCC=C3N(Cc3ccc4c(c3)OCO4)C2=O)CC1,14%,-11%,-5%,-3%,i,4%,-25,5,0%
Cc1ccc(CNC(=O)CSc2nc3ccsc3c(=O)n2-c2ccc(C(=O)O)cc2)cc1,8%,8%,0%,.,9%,.,.,7,.
O=C(O)c1cnn2c(-c3ccccc3)ccnc12,0%,27%,-2%,?,-26%,-5%,-5,3,-6%
CC(CCc1ccccc1)NC(=O)CN1CCN(Cc2ccccc2)C1=O (stereo not drawn),-21%,-29%,-5%,?,-23%,-1%,26,31*,-3%
O=[N+]([O-])c1cccc(/C=C/c2ccccn2)c1,1%,-17%,1%,-6%,i,12%,-15,-11,13%
C[C@@H]1CN([C@@H](C)CO)C(=O)c2cc(Br)cnc2O[C@H]1CN(C)C(=O)Nc1ccc2c(c1)OCO2,21%,2%,-7%,-1%,-20%,-1%,-15,4,12%
Cc1c(-c2nsc(NC(=O)c3ccc(Cl)cc3)n2)nnn1-c1ccc(C(C)C)cc1,15%,-24%,-11%,0%,-10%,.,.,-6,.
CCOC(=O)C1=C[C@@H](C(C)C)N(S(=O)(=O)c2ccc(C)cc2)[C@H]1c1ccc(C(F)(F)F)cc1,-4%,?,1%,?,-1%,-14%,29,4,0%
CCc1ccc([C@H]2[C@@H]3C(=O)C[C@@H]4C(=O)NC(=O)[C@@H]4[C@@H]3CN2S(=O)(=O)c2ccc(C)cc2)cc1,9%,0%,7%,-6%,-18%,-2%,0,2,-2%
Cc1nc2ccccc2c(=O)n1NC(=O)c1ccc(C(C)(C)C)cc1,15%,-29%,0%,2%,i,-9%,40,4,14%
CCCCNS(=O)(=O)c1ccc(NS(=O)(=O)c2c(C)cc(C)cc2C)cc1,-5%,-4%,-10%,-13%,i,15%,-7,23,5%
COc1ccc(CCNC(=O)c2cc(S(=O)(=O)N3CCCCC3)c[nH]2)cc1OC,11%,1%,3%,-3%,-6%,-6%,-11,-3,4%
CCCC1C(C#N)=C(N)Oc2cc(C)n(C)c(=O)c21 (stereo not drawn),12%,1%,2%,-1%,-20%,4%,-10,-9,11%
O=C(Cc1ccccc1)N(c1ccc(F)cc1)C1C=CS(=O)(=O)C1 (stereo not drawn),-12%,0%,17%,?,1%,-10%,-18,0,10%
CC1CCN(c2c(NCc3ccc(C(=O)NCc4ccccc4)cc3)c(=O)c2=O)CC1,-10%,-3%,-6%,?,i,5%,15,-11,8%
CCc1cc(=O)oc2c3c(cc(OCC(=O)NCCCC(=O)O)c12)OC(C)(C)CC3,14%,11%,-7%,?,12%,6%,0,1,-1%
CCOC(=O)c1[nH]cnc1C(=O)Nc1ccccc1,17%,34%[activator],-4%,-18%,i,-1%,-2,-3,3%
COC(=O)C1=C(C)N(CCc2ccccc2)C(=O)C1(NS(=O)(=O)c1ccc(NC(C)=O)cc1)C(F)(F)F (stereo not drawn),-27%,1%,8%,-19%,-20%[57.5 µM],-2%,-18,-23,3%
CC(C)C[C@@H](CO)N1CCN(Cc2cccnc2)CCC1=O,8%,3%,6%,12%&-4%,-19%,2%,10,11,-5%
O=C(Cn1cc([N+](=O)[O-])ccc1=O)NC1CCCCC1,-1%,5%,5%,0%,?,-4%,-22,1,0%
CCc1ccc(NC(=O)C2CCCN(S(=O)(=O)c3c(C)[nH]c(=O)[nH]c3=O)C2)cc1 (stereo not drawn),0%&1%,-3%&-11%,-1%&26%,8%&32%,-1%,-4%,2,3&-9,0%&-2%
S=C1N(c2ccccc2)CN(CCN2CCOCC2)CN1c1ccccc1,-25%,2%,-1%,-14%,i,-1%,-1,-8,-2%
CC1CCC2C(=O)N(c3ccc(S(=O)(=O)c4ccccc4)cc3)C(=O)C2C1 (stereo not drawn),22%,-1%,-15%,17%,-14%,0%,1,2,5%
CC(C)(C)Nc1nc(NN)nc(NC(C)(C)C)n1,8%,?,?,?,-14%[57.5 µM],-5%,-80*,-15,-15%
COC(=O)c1ccccc1NS(=O)(=O)c1ccc(NC(C)=O)cc1,-31%[inhibitor][9.22 µM],8%[7.66 µM],-2%[7.66 µM],6%,?,2%,15,3,3%
O=C(Cc1ccc(-n2c(=O)c3sccc3n(CC(=O)Nc3ccccc3F)c2=O)cc1)NCc1ccco1,17%,11%,-7%,?,i,1%,13,-7,-2%
CCc1ccccc1NC1Nc2cc(C)nn2S1 (stereo not drawn),?,4%,-3%,-29%,-15%,-12%,15,0,0%
CCCCC(=O)Nc1ccc2c(c1)nc(CCNC(=O)c1ccco1)n2C,14%,9%,2%,0%,i,-7%,-6,-1,4%
CC(O)CNC12CC3CC(CC(C3)C1)C2 (stereo not drawn),23%,-16%,-10%,-25%,i,-1%,9,3,1%
COc1ccccc1NC(=O)N(Cc1ccco1)Cc1cc2cc(C)cc(C)c2[nH]c1=O,-8%,?,?,18µM*,-2%[57.5 µM],-9%,-21,-7,0%

# One compound at a time (already shown):
# `O=[N+]([O-])c1cccc(/C=C/c2ccccn2)c1` as listed: TDP43 rescue = 1%; GLP-1R inv ag = -17%; HEK293 tox = 1%; KB-V1 MDR tox = -6%; PTHR1 agonist = i; aSyn yeast inh = 12%; DRD3 antagonist = -15; D3 ag = -11; GLP1R ag = 13%
# `Cn1c(=O)[nH]c(=O)c2c1nc(SCC(=O)O)n2CCc1ccccc1` as listed: TDP43 rescue = -3%; GLP-1R inv ag = 31%[activator]; HEK293 tox = -1%; KB-V1 MDR tox = 23%; PTHR1 agonist = -21%[57.5 µM]; aSyn yeast inh = 3%; DRD3 antagonist = 35; D3 ag = 2; GLP1R ag = -8%

# (cont.)
SMILES,TDP43 rescue,GLP-1R inv ag,HEK293 tox,KB-V1 MDR tox,PTHR1 agonist,aSyn yeast inh,DRD3 antagonist,D3 ag,GLP1R ag
Cc1cccc(N2CCN(C(=O)Cn3c(C)c4cnn(-c5ccccc5)c(=O)c4c3C)CC2)c1C,21%,?,-15%,-18%,-15%,.,.,6,.
Cc1ccsc1C(=O)N1CCC(CO)(Cc2ccccc2)CC1,-13%[0.397 µM],4%,0%,2%,-27%,0%,-28,3,15%
CCOc1cc(/C=C/c2ccc3cccc([N+](=O)[O-])c3n2)ccc1OCC(=O)N(C)C,-10%,-12%,?,18µM*,i,1%,1,-6,13%
O=C(N[C@@H](c1ccccc1)[C@@H]1C[C@H]1C(=O)O)OCc1ccccc1,0%,21%,0%,1%,22%,-7%,0,-5,-2%
O=c1cc(-c2ccc(O)cc2)oc2c([C@@H]3O[C@H](CO)[C@@H](O)[C@H](O)[C@H]3O)c(O)c([C@@H]3O[C@H](CO)[C@@H](O)[C@H](O)[C@H]3O)c(O)c12,3%,6%,-12%,4%,-2%,-1%,0,1,5%
Cc1ccc(C(=O)NNc2cc(N3CCCC3)nc(N3CCCC3)n2)cc1,14%,?,-35%,1.5µM*,i,-7%,-52*,-9,-10%
O=C(CNCc1ccco1)Nc1ccc(Oc2ccccc2)cc1,-10%,?,8%,?,-14%,0%,-4,0,9%
CCOC1=C2[C@@H](CN(S(=O)(=O)c3ccc(C)cc3)[C@H]2c2ccccc2F)[C@H]2C(=O)N(CC)C(=O)[C@H]2C1,18%,0%,5%,7%,-22%,0%,-8,0,7%
Cc1ccc(C)c(CSC2=NCCN2C(=O)c2cccs2)c1,11%,20%[0.307 µM],12%[0.307 µM],?,i,1%,-5,3,12%
